Source: PubChem BioAssay (National Center for Advancing Translational Sciences (NCATS))
D2 antag = HTS Assay for Allosteric Antagonists of the Human D2 Dopamine Receptor: Primary Screen for Antagonists; 340,000 compounds, 2% hits; AID 485344, 2010; HEK293 TREx D2 cells, calcium flux, dopamine EC80; D(2) dopamine receptor (Homo sapiens), P14416; inhibition, % at 10 µM; in the data active means inhibition above about 30%; further: 0% is about no effect
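Calcium mobilization kinetics were recorded at 1 s intervals in tetracycline-induced HEK293 T-REx D2 cells, first for 180 s after compound addition and then 180 s after EC80 dopamine.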
RXFP1 antag = qHTS Assay for Antagonists of the Relaxin Receptor RXFP1 | Relaxin receptor 1 (Homo sapiens), Q9HBX9 | HEK293-RXFP1, relaxin-stimulated cAMP HTRF, 30 min; hits give low values | activity change, negative = inhibition, % at 57.5 µM | 350,000 compounds, 0.59% hits;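 active means activity change of -60% or lower, but not beyond a set lower limit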; further: on the % scale 0 is the no-effect control and ±100 the full control effect
Target sequence (Q9HBX9 whole entry, looked up): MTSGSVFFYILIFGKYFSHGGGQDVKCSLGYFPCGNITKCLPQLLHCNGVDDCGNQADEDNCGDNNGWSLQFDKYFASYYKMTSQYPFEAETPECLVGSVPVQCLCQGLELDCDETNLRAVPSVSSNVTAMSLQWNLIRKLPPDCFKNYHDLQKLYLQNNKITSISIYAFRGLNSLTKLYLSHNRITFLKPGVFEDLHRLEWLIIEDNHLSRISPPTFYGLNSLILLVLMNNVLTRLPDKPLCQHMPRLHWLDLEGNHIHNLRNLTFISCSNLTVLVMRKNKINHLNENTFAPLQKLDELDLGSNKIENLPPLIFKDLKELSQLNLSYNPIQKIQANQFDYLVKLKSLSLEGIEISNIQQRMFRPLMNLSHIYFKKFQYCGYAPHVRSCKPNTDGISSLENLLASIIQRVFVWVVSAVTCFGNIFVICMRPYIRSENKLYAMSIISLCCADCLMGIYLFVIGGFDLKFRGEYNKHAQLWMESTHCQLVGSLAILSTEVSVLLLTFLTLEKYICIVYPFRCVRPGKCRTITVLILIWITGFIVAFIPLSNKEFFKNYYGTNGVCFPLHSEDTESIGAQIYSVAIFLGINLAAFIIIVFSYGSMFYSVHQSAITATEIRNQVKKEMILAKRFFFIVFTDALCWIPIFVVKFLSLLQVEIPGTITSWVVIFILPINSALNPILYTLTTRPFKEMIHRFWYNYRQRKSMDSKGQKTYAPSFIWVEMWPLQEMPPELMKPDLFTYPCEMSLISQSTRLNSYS
D2 potentiator = HTS Assay for Positive Allosteric Modulators of the Human D2 Dopamine Receptor: Primary Screen for Potentiators; D(2) dopamine receptor (Homo sapiens), P14416; 340,000 compounds, 0.34% hits; potentiation, % at 10 µM; HEK293 T-REx D2, calcium flux, EC20 dopamine potentiation;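 active means potentiation over 3 SD above the plate norm, cut at about 30% in these data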; further: 0% is about no effect
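Cells plated with tetracycline inducer and held overnight at 30 C; calcium dye loaded 30–90 min at room temperature; baseline taken, compound added and read 180 s; EC20 dopamine then added and read 180 s.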
TRHR agonist = qHTS for Small Molecule Agonists and Allosteric Enhancers of Human TRH Receptor: Primary Screen for Agonists; Thyrotropin-releasing hormone receptor (Homo sapiens), P34981; TRHR cells, calcium flux fluo-8, FDSS agonist mode; activation, % at 2 µM; 360,000 compounds, 0.18% hits; further: 0% is about no effect
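Steps: seed TRHR cells overnight; add fluo-8 no-wash Ca dye, RT 30 min–1.5 h; record 10 s baseline; pin-transfer compounds; monitor fluorescence 1 cycle/s for the agonist window. Calcium increases flag candidate agonists.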
TRHR enhancer = qHTS for Small Molecule Agonists and Allosteric Enhancers of Human TRH Receptor: Primary Screen for Enhancers. Thyrotropin-releasing hormone receptor (Homo sapiens), P34981. AID 493056, 2011. TRHR cells, fluo-8 calcium fluorescence, EC20 TRH enhancement. enhancement, % at 2 µM. 360,000 compounds, 0.66% hits; in the data active means enhancement above about 30%; further: 0% is about no effect
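TRHR-expressing cells loaded with fluo-8 calcium dye were read kinetically (ex 480/em 530) during compound addition, then stimulated with an EC20 of TRH (10 nM final). Enhancement of the Gq-mediated intracellular calcium response was scored.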
D1 agonist = Allosteric Agonists of the Human D1 Dopamine Receptor: qHTS; D(1A) dopamine receptor (Homo sapiens), P21728; AID 504660, 2011; HEK293 T-REx D1 cells, calcium flux, agonist mode; activation, % at 2 µM; 360,000 compounds, 1% hits; further: 0% is about no effect
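Tetracycline-induced HEK293 TREx D1 cells, force-coupled to calcium signalling, were dye-loaded with a no-wash calcium kit. Compound was pin-added after a 10 s baseline. Fluorescence was read kinetically at 1 cycle/s for 180 s, with calcium rises flagged as agonism.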
D1 potentiator = Potentiators of Human D1 Dopamine Receptor: qHTS | D(1A) dopamine receptor (Homo sapiens), P21728 | HEK293 TREx D1 cells, calcium flux, dopamine EC20 potentiation | potentiation, % at 10 µM | 360,000 compounds, 0.036% hits; in the data active means potentiation above about 30%; further: 0% is about no effect
D1 antagonist = Antagonist of Human D 1 Dopamine Receptor: qHTS; HEK293 TREx D1 cells, calcium flux, dopamine EC80; hits give low values; activity change, negative = inhibition, % at 10 µM; 360,000 compounds, 3.2% hits; in the data active means activity change below about -30%; further: on the % scale 0 is the no-effect control and ±100 the full control effect
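Allosteric or orthosteric antagonism assessed as attenuation of the calcium response to EC80 dopamine, added 180 s after compound, in induced HEK293 Trex D1 cells loaded with no-wash calcium dye.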
D2 ag = HTS Assay for Allosteric Agonists of the Human D2 Dopamine Receptor: Primary Screen for Agonists; 340,000 compounds, 0.53% hits; activation, % at 2 µM; HEK293 T-REx D2 cells, calcium flux agonist mode; D(2) dopamine receptor (Homo sapiens), P14416;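 active means activation over 3 SD above normal in the single-dose calcium agonist read, cut at about 30% in these data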; further: 0% is about no effect
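Agonism scored from kinetic calcium signal (1 read/sec, 180 s) following compound pin transfer, after a 10 s baseline. Cells: HEK293 Trex line expressing inducible D2 receptor coupled to calcium, dye-loaded after overnight culture at 30 C.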
An asterisk follows results filed as active; . = no result given. Unless noted, no stated cut-off is given here; in the data, active means activation above about 30%; inactive means the rest. Outcome played no part in choosing rows. About 7.1% of those tested had a hit in this group.

The first 7 records, to show the layout:
cpd | canonical_smiles | D2 antag | RXFP1 antag | D2 potentiator | TRHR agonist | TRHR enhancer
1 | C/C=C(\C)C(=O)N1CC2(CC(c3cccc(NC(=O)CC(c4ccccc4)c4ccccc4)c3)=NO2)C[C@H]1C(N)=O (stereo partly drawn) | -11 | . | 9 | -0.1 | -1
2 | COc1cc(OC)cc(C(=O)NNC(=O)CN2C(=O)NC3(CCCC3)C2=O)c1 | 1 | 5 | 12 | -0.1 | 4
3 | Cc1ccc(N2C(=O)c3ccccc3C2C(=O)c2ccc(O)cc2O)cc1 (stereo not drawn) | 10 | -1 | 13 | -0.1 | 2
4 | CC(C)Oc1cccc(C(=O)C2CCCN(C(=O)c3csnn3)C2)c1 (stereo not drawn) | -7 | 0 | 15 | -0.7 | 4
5 | Cc1ccc(C(=O)OCC(=O)Nc2ccc3[nH]c(=O)[nH]c3c2)o1 | -10 | -5 | -3 | 0.4 | -2
6 | CN1CCN(CC(O)COC(c2ccccc2)c2ccccc2)CC1 (stereo not drawn) | -3 | -9 | -1 | 0.8 | -2
7 | COc1ccccc1-c1cc(C(=O)Nc2c(F)cc(F)cc2Br)no1 | -6 | 2 | 2 | 0.3 | -6

cpd | D1 agonist | D1 potentiator | D1 antagonist | D2 ag
1 | 14 | 1 | -14 | 0.3
2 | 3 | 4 | 28 | 0.6
3 | 2 | -8 | -6 | 1.2
4 | 1 | 1 | -6 | -0.4
5 | 2 | 5 | 11 | -0.4
6 | 1 | -1 | 3 | 1.5
7 | 3 | -9 | 8 | -0.1

The whole of this part, from the start:
cpd | canonical_smiles | D2 antag | RXFP1 antag | D2 potentiator | TRHR agonist | TRHR enhancer
1 | C/C=C(\C)C(=O)N1CC2(CC(c3cccc(NC(=O)CC(c4ccccc4)c4ccccc4)c3)=NO2)C[C@H]1C(N)=O (stereo partly drawn) | -11 | . | 9 | -0.1 | -1
2 | COc1cc(OC)cc(C(=O)NNC(=O)CN2C(=O)NC3(CCCC3)C2=O)c1 | 1 | 5 | 12 | -0.1 | 4
3 | Cc1ccc(N2C(=O)c3ccccc3C2C(=O)c2ccc(O)cc2O)cc1 (stereo not drawn) | 10 | -1 | 13 | -0.1 | 2
4 | CC(C)Oc1cccc(C(=O)C2CCCN(C(=O)c3csnn3)C2)c1 (stereo not drawn) | -7 | 0 | 15 | -0.7 | 4
5 | Cc1ccc(C(=O)OCC(=O)Nc2ccc3[nH]c(=O)[nH]c3c2)o1 | -10 | -5 | -3 | 0.4 | -2
6 | CN1CCN(CC(O)COC(c2ccccc2)c2ccccc2)CC1 (stereo not drawn) | -3 | -9 | -1 | 0.8 | -2
7 | COc1ccccc1-c1cc(C(=O)Nc2c(F)cc(F)cc2Br)no1 | -6 | 2 | 2 | 0.3 | -6
8 | Cc1nc2ccc(S(=O)(=O)N(C)CC(=O)N3CCc4ccccc4C3)cc2s1 | -26 | 10 | 7 | -1.4 | 1
9 | C[C@@]12C(=O)N(Cc3ccccc3)CC(=O)N1[C@H]1c3ccccc3OC[C@@H]1[C@@H]2c1ccccc1 | -2 | . | -6 | 0.3 | 2
10 | Cc1cccc(C(=S)N2CCOCC2)n1 | -10 | -3 | -6 | -0.6 | 1
11 | CC1CCCN(C(=S)Nc2ccc3nc4n(c(=O)c3c2)CCCCC4)C1 (stereo not drawn) | 17 | 1 | -6 | 0.3 | -3
12 | CCOc1ccc(CCNC(=O)C2CCCN2C(=O)OCc2ccccc2)cc1OCC (stereo not drawn) | 4 | 3 | -1 | -1.2 | -2
13 | COc1cc(C(c2c(NC(=O)c3ccco3)sc(C)c2C)N2CCOCC2)cc(OC)c1OC (stereo not drawn) | -1 | -28 | -9 | 4.6 | 9
14 | COc1ccc(C(=O)NC(=S)N2CCCCC2)cc1[N+](=O)[O-] | 11 | -5 | 0 | 0.0 | 5
15 | COc1cccc(C(=O)C2CCCN(Cc3cccc(-n4cccn4)c3)C2)c1 (stereo not drawn) | 32* | 6 | -23 | -0.2 | -2

cpd | D1 agonist | D1 potentiator | D1 antagonist | D2 ag
1 | 14 | 1 | -14 | 0.3
2 | 3 | 4 | 28 | 0.6
3 | 2 | -8 | -6 | 1.2
4 | 1 | 1 | -6 | -0.4
5 | 2 | 5 | 11 | -0.4
6 | 1 | -1 | 3 | 1.5
7 | 3 | -9 | 8 | -0.1
8 | 15 | 2 | -7 | 0.3
9 | 6 | -5 | . | 0.9
10 | 3 | -2 | -1 | 0.4
11 | 1 | 0 | -8 | 2.6
12 | 2 | 1 | -19 | -1.1
13 | 29 | -9 | 1 | 3.4
14 | 1 | -3 | -16 | -0.1
15 | 2 | 0 | -7 | -1.1

(list continues)
cpd | canonical_smiles | D2 antag | RXFP1 antag | D2 potentiator | TRHR agonist | TRHR enhancer
16 | COc1cc(NC(=O)c2ccc(OC)c([N+](=O)[O-])c2)ccc1NC(=O)c1ccco1 | -10 | -11 | 16 | -0.2 | 2
17 | CCOc1ccc(C(=O)NCC(=O)OCc2c(F)cccc2Cl)cc1 | -2 | -5 | 4 | -0.3 | 7
18 | COc1ccc(Cl)cc1NC(=O)Nc1ccccc1C(N)=O | -10 | -1 | -17 | -0.4 | 0
19 | Cc1ccccc1NC(=O)CON=C(N)c1ccccc1 | -4 | 1 | 19 | 0.5 | -1
20 | O=C(NN=c1c(=O)c2ccccc2c1=O)c1ccccc1 | 11 | 0 | 7 | 0.1 | 0
21 | O=C(/C=C/c1ccc(NC(=O)c2ccccc2-c2ccccc2C(=O)O)cc1)c1ccccc1 | -7 | -29 | 5 | -2.2 | 4
22 | Cc1ccc(Cn2cccc2C2=NC(C)(C)CO2)cc1 | . | . | -6 | -0.4 | 1
23 | O=[N+]([O-])c1ncccc1OCc1ccc(Cl)c(Cl)c1 | 1 | -4 | -13 | -0.2 | 3
24 | COc1cc(/C=C/C(=O)O)cc(S(=O)(=O)Nc2ccccc2Oc2ccccc2)c1OC | 1 | -3 | 1 | 0.1 | -4
25 | CC(C)(C)C(=O)N1CCN(c2ccc([N+](=O)[O-])c(NCc3cccnc3)c2)CC1 | -10 | 7 | -2 | -0.6 | 2
26 | Cc1cccn2c(=O)c3cc(C(=O)NCCCOC(C)C)sc3nc12 | 2 | 49 | -13 | -0.3 | 2
27 | COc1cc(C2C(C#N)=C(N)Oc3cc(N)ccc32)cc(OC)c1OC (stereo not drawn) | 8 | -17 | 5 | -0.6 | 0

cpd | D1 agonist | D1 potentiator | D1 antagonist | D2 ag
16 | 1 | -4 | -19 | -1.0
17 | 2 | 4 | 3 | 0.6
18 | 1 | -11 | -3 | 1.0
19 | 1 | -3 | 4 | 0.3
20 | -1 | 0 | -7 | -0.6
21 | 12 | -1 | 2 | 1.6
22 | 0 | 0 | 12 | 0.4
23 | 8 | -9 | -19 | -0.2
24 | 1 | 3 | -5 | 0.8
25 | 2 | -2 | -14 | -0.1
26 | 3 | -1 | 10 | 0.2
27 | -2 | 0 | 14 | 0.3
